SENP1 FRET inh: blocks the human SENP1 SUMO protease catalytic domain; Q9P0U3; recombinant SENP1 catalytic domain, CyPet-SUMO1-YPet FRET cleavage; inhibition, % at 10 µM; 0.21% of 360,000 active; AID 624204;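 active = inhibition at least 30% at 10 µM, raw YFP signal under a set limit, fluorescence ratio 0.5 to 1.5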;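 note: 0% = enzyme with DMSO and 100% = no enzyme wells; some results filed as inactive read as strong as hits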
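material = recombinant human SENP1 catalytic domain, His6-tagged | quantity = 20 pM enzyme | reagent = 25 nM SUMO1 FRET substrate | compound dosing = 10 µM single point, 0.5% DMSO | timing = 50 min enzyme reaction, room temperature, light-protected | detection = FRET, CFP and YFP emission | control set = no-enzyme low, enzyme-DMSO high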
UBC13 inh: human UBC13 polyubiquitination inhibition; P61088; UBC13 polyubiquitin chain formation, TR-FRET; inhibition, % at 20 µM; 0.47% of 330,000 active; AID 485273; in the data active = inhibition above about 45%, passing the limit was not always enough
Target sequence (P61088 whole entry, looked up): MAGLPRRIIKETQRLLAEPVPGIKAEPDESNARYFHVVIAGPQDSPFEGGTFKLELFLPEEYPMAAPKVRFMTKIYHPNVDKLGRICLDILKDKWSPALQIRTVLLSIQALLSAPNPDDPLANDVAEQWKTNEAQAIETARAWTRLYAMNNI
PfGluPho inh: PfG6PD (Plasmodium falciparum) enzyme inhibition; PfGluPho enzyme, NADPH resazurin-diaphorase fluorescence; inhibition, % at 20 µM; 0.78% of 350,000 active; AID 504690;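 active = inhibition reaching at least a set limit at 20 µM in the primary screen, cut at about 59% in these data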;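 note: 0% = DMSO wells with substrate and 100% = DMSO wells lacking glucose-6-phosphate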
MIN6 prolif: induces beta-cell replication in MIN6 cells; MIN6 cells proliferation, ATPlite luminescence, 48 h; cells starved in 0.2% serum; 100% = growth in 10% serum; proliferation, % at 10 µM; 0.29% of 330,000 active; AID 2380;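 active = compounds whose signal lies at least 3.5 SD above the mean of all wells on their plate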;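 note: 0% = DMSO-treated cells in low-serum medium and 100% = 10% serum control; some compounds called inactive have numbers as strong as hits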
SENP6 block: inhibitors of human SENP6 protease | Q9GZR1 | Recombinant SENP6 catalytic domain, aminoluciferin luminescence | inhibition, % at 10 µM | 1.8% of 330,000 active;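 active = inhibition above about 50% at the single tested dose, limit read from the data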;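 note: plate controls were DMSO wells with enzyme for no effect and DMSO wells lacking enzyme for full effect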
HKDC1 inhibitor: blocks human hexokinase HKDC1 activity. Q2TB90. recombinant HKDC1, G6PDH/diaphorase resazurin coupled fluorescence. inhibition, % at 20 µM. 0.16% of 340,000 active;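 active = inhibition above about 35% when tested at 20 µM, limit read from the data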;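 note: plate controls were DMSO wells with enzyme for no effect and DMSO wells lacking enzyme for full effect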
Target sequence (Q2TB90 whole entry, looked up): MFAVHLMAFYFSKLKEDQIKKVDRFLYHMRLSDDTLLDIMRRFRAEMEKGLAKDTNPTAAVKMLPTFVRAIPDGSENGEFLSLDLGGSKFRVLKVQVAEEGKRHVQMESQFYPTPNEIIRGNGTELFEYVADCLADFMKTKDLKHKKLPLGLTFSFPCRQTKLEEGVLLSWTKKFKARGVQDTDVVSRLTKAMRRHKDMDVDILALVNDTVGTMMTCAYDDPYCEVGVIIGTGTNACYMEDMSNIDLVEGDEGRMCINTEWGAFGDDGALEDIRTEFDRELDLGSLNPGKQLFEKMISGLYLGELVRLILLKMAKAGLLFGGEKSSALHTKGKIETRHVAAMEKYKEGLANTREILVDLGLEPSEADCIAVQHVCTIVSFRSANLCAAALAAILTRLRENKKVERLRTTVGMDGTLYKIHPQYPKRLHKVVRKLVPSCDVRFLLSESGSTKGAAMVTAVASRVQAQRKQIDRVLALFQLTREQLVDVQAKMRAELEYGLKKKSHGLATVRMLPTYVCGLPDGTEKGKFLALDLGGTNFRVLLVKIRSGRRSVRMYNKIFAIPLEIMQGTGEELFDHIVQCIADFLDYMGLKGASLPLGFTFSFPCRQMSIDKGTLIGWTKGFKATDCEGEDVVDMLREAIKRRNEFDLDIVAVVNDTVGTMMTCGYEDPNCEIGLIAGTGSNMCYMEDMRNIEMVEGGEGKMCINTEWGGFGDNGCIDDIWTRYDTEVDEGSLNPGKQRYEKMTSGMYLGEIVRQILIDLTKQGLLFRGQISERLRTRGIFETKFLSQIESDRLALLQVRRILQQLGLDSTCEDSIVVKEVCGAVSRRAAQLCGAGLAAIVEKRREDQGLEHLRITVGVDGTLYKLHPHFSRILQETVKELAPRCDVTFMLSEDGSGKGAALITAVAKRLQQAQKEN
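Assay system: in-house recombinant HK5 (HKDC1) enzyme. Input: HKDC1 at 5 µg/mL. Medium: Tris pH 8.0 buffer with MgCl2, Tween-20, BSA, BME. Dosing: single 20 µM dose. Schedule: 90 min reaction incubation at room temperature, dark. Signal: resazurin-to-resorufin fluorescence via G6PDH and diaphorase coupling, 525/613 nm. Controls: DMSO-enzyme wells negative, buffer-substituted wells positive.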
SENP8 block-1: blocks human SENP8 cleavage of Nedd8 substrate; recombinant SENP8, Nedd8 substrate fluorescence; inhibition, % at 20 µM; 0.64% of 360,000 active; AID 602440; in the data active = inhibition mostly above about 40%, no sharp cut-off; inactive = mostly below about 27%
SENP8 block-2: SENP8 protease inhibition; purified SENP8, Z-RLRGG-aminoluciferin cleavage, luminescence; AID 2540; 1.2% of 330,000 active; inhibition, % at 10 µM; in the data active = inhibition above about 50%
SENP7 inh: blocks the human protease SENP7. AID 434973. recombinant SENP7, Z-RLRGG-aminoluciferin luminescence, 40 min. Q9BQF6. 1.5% of 330,000 active. inhibition, % at 5 µM;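 active = inhibition above about 50% at the single test dose, limit read from the data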;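 note: plate controls were DMSO with enzyme for no effect and no enzyme buffer wells for full effect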
Starred values were filed as active, the others as inactive; / = not tested or not shown.

SMILES	SENP1 FRET inh	UBC13 inh	PfGluPho inh	MIN6 prolif	SENP6 block	HKDC1 inhibitor	SENP8 block-1	SENP8 block-2	SENP7 inh
Oc1ccc(Br)cc1-c1nc2cnccn2c1NC1CCCC1	-22	40	8	-4	4	5	-280	6	7
CCCc1oc(C(=O)O)cc1CN	-1	4	4	0	3	11	9	-6	6
Cc1nc(SCC(=O)Nc2ccc3[nH]c(=O)[nH]c3c2)nc(C)c1C	-8	-15	64*	-2	-6	0	-7	-14	-2
Cc1cc(C)n(CC(=O)c2cccc([N+](=O)[O-])c2)n1	0	-6	3	-3	-4	4	9	3	-2
O=C(COc1ccc(S(=O)(=O)N2CCCC2)cc1)Nc1ccc(F)cc1	0	4	8	0	-17	-3	10	5	4
COC(=O)c1ccc(OCC(O)CN2CCN(CC(O)COc3ccc(C(=O)OC)cc3)CC2)cc1 (stereo not drawn)	1	3	-2	-3	0	-9	20	-2	-1
CN1/C(=C\C(=O)COC(=O)CNC(=O)c2ccccc2F)C(C)(C)c2ccccc21	-13	1	-16	-6	5	-10	-98	5	0
CCc1cc(C(=O)N2CCN(C(=O)c3ccccc3)CC2)sc1C	0	-3	-1	0	9	-7	1	0	1
Cc1ccc(NC(=O)CSc2ncn(-c3ccccc3)n2)cc1C	3	-8	-3	-2	-31	10	17	-11	-6
Cc1cccc(NC(=S)N(CCCN2CCOCC2)Cc2ccco2)c1	0	-11	11	2	-24	-5	18	-8	-7
C#CCOCCOCCOCCNc1nc(N2CCN(C(=O)[C@H]([C@@H](C)CC)n3cc(CCCN=C(N)N)nn3)CC2)nc(N2CCN(C(=O)[C@H](Cc3ccc(O)cc3)n3cc(CCO)nn3)CC2)n1	0	13	7	-1	-1	-2	4	-9	13
COc1cc(C2c3[nH]c4ccccc4c3CC3COC(=O)N32)cc(OC)c1O (stereo not drawn)	-3	/	50	/	/	10	12	/	/
CS(=O)(=O)c1ccc(Cl)c(NC(=O)C2CC(=O)N(Cc3ccccc3)C2)c1 (stereo not drawn)	1	4	1	4	-4	-3	7	-2	2
O=C(NCc1ccccc1)C1=C[C@@H](c2ccc(C(F)(F)F)cc2)C[C@@H](OCCCCO)O1	-7	-19	18	-7	9	3	-28	6	-3
CCN(CC)CCCN(Cc1cc2cc3c(cc2[nH]c1=O)OCO3)C(=S)NCCOC	-3	-5	-16	-1	9	6	-310	0	8
O=C(CC1CC2CCC1C2)Nc1nc(-c2ccccn2)cs1 (stereo not drawn)	2	6	27	-7	-4	-3	-10	-9	-7
COC(=O)C(CCCCNC(=O)c1ccc([N+](=O)[O-])cc1)NC(=O)c1ccc([N+](=O)[O-])cc1 (stereo not drawn)	1	4	7	0	-7	-5	14	-6	4
O=C1[C@@H]2C(c3cccnc3)=NO[C@@H]2C(=O)N1c1ccc(Cl)cc1Cl	-16	2	-6	1	-4	6	-10	5	0
CC(C)CCNC(=O)NC(=O)CSc1nnc(COc2ccccc2Cl)o1	1	-1	-1	-2	-3	0	8	-3	-10
CN1C2CCC1CC(N(CCc1ccccc1)C(=O)c1ccc(Cl)cc1)C2 (stereo not drawn)	-1	7	4	-5	-12	-6	15	4	2
CSc1nc2ccc(Cl)cc2[nH]1	0	-7	7	-1	-11	3	3	2	-12
COc1cccc(/C=N/NC(=O)C(=O)N2CCCC2)c1OC	1	-5	-8	-2	-2	-2	17	2	1
CCOc1cc2[nH]c(=S)n(C(C)C)c(=O)c2cc1OCC	-1	6	2	1	7	-6	14	2	3
Cc1ccc2nsnc2c1S(=O)(=O)Nc1ccccc1C(=O)O	0	6	-8	-1	-14	0	4	4	1
COCCN1C(=O)c2ccccc2C(C(=O)NCC2CCCO2)C1c1c[nH]c2ccccc12 (stereo not drawn)	0	2	-5	0	-11	-4	30	1	-4
O=S(=O)(c1cc(Cl)ccc1Br)N1CCOCC1	0	4	-9	-1	-22	11	14	-11	-11
COCCCC1CCN(Cc2nc(Cc3ccccc3Cl)no2)CC1	0	7	13	-1	-12	-5	8	-6	-1
CN(C)N1C(=O)CC(C)(c2ccc([N+](=O)[O-])cc2)C1=O (stereo not drawn)	1	2	1	1	-5	-7	18	2	5
COc1ccc(-c2nnn(CC(=O)c3c[nH]c4ccccc34)n2)cc1OC	2	5	-1	3	-14	4	5	5	11
CCC/C=N/Nc1nc2ccccc2s1	-3	0	18	0	5	-6	4	47	39
Cc1ccc(-c2nnc(Sc3nc4ccccc4o3)c3ccccc23)cc1	1	-1	-2	-4	5	4	20	3	5
N#Cc1ccc(N2Cc3ccccc3C2=NC(=O)c2cccs2)cc1	0	2	-1	1	19	-2	-46	-15	-5
COc1cc(C(=O)Oc2cccc(C=O)c2)cc(OC)c1OC	0	-11	18	-2	-1	13	7	0	-12
COC(=O)c1[nH]nc2c1C(=O)N(C1CCCCC1)C2=O	3	2	-3	-3	-3	-8	9	-6	4
CC1CC(C)CN(CCCNC(=O)COc2cc(=O)n(C)c3ccccc23)C1 (stereo not drawn)	1	-1	-6	-2	-11	10	2	-12	-12
COc1ccc(/C=N/N=C2/NC(=O)C(c3ccccc3)S2)c(OC)c1 (stereo not drawn)	2	-11	-10	3	-4	-2	14	-2	3
O=C(CSc1nnc(C2CC2)n1CC1CCCO1)Nc1cccc(Cl)c1 (stereo not drawn)	0	1	0	0	-12	-7	-3	-2	1
COc1ccc(CC(=O)NCC2CCCN(Cc3ccc(OC(F)(F)F)cc3)C2)cc1 (stereo not drawn)	-2	1	8	-5	23	-3	6	-4	6
CC(C)c1ccc(OCC(=O)NC2CC(C)(C)NC(C)(C)C2)c(Br)c1	0	-4	1	-5	-3	29	8	3	-1
Cc1ccc(NC(=O)c2cccc(S(=O)(=O)N3CCCC3)c2)nc1	2	0	8	-4	-14	-6	7	-8	1
O=C(NCC1CCN(Cc2ccccc2F)CC1)Nc1ccccc1F	0	6	0	-3	-17	-4	12	4	7
Cc1cc(C(=O)Nc2cc(C)n(Cc3ccc(Cl)cc3)n2)no1	2	3	11	0	-3	-10	0	-2	6
CCOC(=O)c1c(C)[nH]c(C(=O)NCc2ccco2)c1C	/	-4	/	1	-11	/	/	-8	-10
Cn1cnnc1SCC(=O)c1ccco1	1	2	15	0	-3	4	8	6	6
C=CCn1c(SCC(=O)NC)nc2sc3c(c2c1=O)CCC3	0	3	-12	1	-3	-5	5	1	8
Cc1nnc(SCC(=O)NC2CCCC2)n1C(C)C	2	1	9	-4	-7	9	8	0	-6
COc1ccc(NC(=O)CCC(=O)c2ccc(F)cc2)cc1	0	/	0	/	/	-3	5	/	/
COc1cc(OC)cc(C(=O)N2CCN(Cc3ccccc3[N+](=O)[O-])CC2)c1	1	-8	-14	2	-20	15	7	-10	6
COc1cc2c(cc1OC)CN(C(=O)c1cccs1)CC2	-3	5	-4	-1	-8	-3	7	-1	8
Cc1oc(-c2cccc(Cl)c2)nc1CS(=O)(=O)CC(=O)NCCN1CCCC1	0	6	2	-1	-6	0	26	-11	9
CC/C(=N\O)c1ccc(O)c(OC)c1	2	0	4	-1	-7	-7	3	-1	6
CCOc1ccccc1CN1CCN(C2CCN(c3ccccc3F)CC2)CC1CCO (stereo not drawn)	1	4	-5	0	11	3	1	3	-5
CC1CCCC(NC(=O)Cn2cc3c(n2)CCCCC3)C1C (stereo not drawn)	1	1	5	-4	7	-6	2	-2	0
Cc1cc(C)c(S(=O)(=O)N2CCCOC2CNC(=O)C(=O)NCCc2c[nH]c3ccccc23)c(C)c1 (stereo not drawn)	0	18	14	0	0	-2	11	-1	3
COc1ccc(-c2cc(-c3ccc(C)cc3)n[nH]2)c(O)c1	1	24	29	-4	58*	0	7	33	37
O=C(CCS(=O)(=O)c1ccc(Cl)cc1)NC1CCCC1	0	16	-7	-1	6	-3	11	1	10
CSCc1ccc(C(=O)N2CCC(N3CCC(C(=O)NC(C)C)CC3)CC2)o1	-22	2	2	0	-7	1	-28	-4	3
COc1ccc(-c2nc(N)n(C(=O)c3ccco3)n2)cc1	4	-5	8	-2	-1	-1	-2	-18	-11
CN1CCN(NC(=O)/C=C/c2ccc(Br)cc2)CC1	1	-7	-2	0	1	-6	10	4	5
c1ccc2cc(OCCOCCOc3ccc4ccccc4c3)ccc2c1	4	-18	21	-6	11	2	4	-15	0

A run of entries from the list above, for reference:
SMILES	SENP1 FRET inh	UBC13 inh	PfGluPho inh	MIN6 prolif	SENP6 block	HKDC1 inhibitor	SENP8 block-1	SENP8 block-2	SENP7 inh
COCCCC1CCN(Cc2nc(Cc3ccccc3Cl)no2)CC1	0	7	13	-1	-12	-5	8	-6	-1
CN(C)N1C(=O)CC(C)(c2ccc([N+](=O)[O-])cc2)C1=O (stereo not drawn)	1	2	1	1	-5	-7	18	2	5
COc1ccc(-c2nnn(CC(=O)c3c[nH]c4ccccc34)n2)cc1OC	2	5	-1	3	-14	4	5	5	11
CCC/C=N/Nc1nc2ccccc2s1	-3	0	18	0	5	-6	4	47	39

Continued.
SMILES	SENP1 FRET inh	UBC13 inh	PfGluPho inh	MIN6 prolif	SENP6 block	HKDC1 inhibitor	SENP8 block-1	SENP8 block-2	SENP7 inh
CC(=O)Nc1ccc(S(=O)(=O)N2CCN(CCCOc3cc(C)ccc3C)CC2)cc1	2	9	15	-4	-2	2	6	-5	-1
CC(C)(C)c1ccc(C(=O)Nc2cccc3ncccc23)cc1	20	2	19	0	-7	2	-1	1	8
Cc1ccc([N+](=O)[O-])cc1N=C(c1cccc([N+](=O)[O-])c1)N1CCOCC1	0	-2	7	-2	2	-1	26	-1	7
CC(C)(C)N1C(=O)[C@H]2[C@@H](c3ccc(Br)cc3)N3C(=O)N(c4cccc(F)c4)C(=O)[C@@]3(C)[C@H]2C1=O	-1	13	18	-1	5	0	12	-14	-5
CC(C)NC(=O)C(=O)Nc1cc2c3c(c1)CCC(=O)N3CCC2	1	-3	-13	-5	12	-4	-9	-1	-3
COC(=O)c1ccc(NC(=O)CCCCCn2nnc3ccccc3c2=O)cc1	0	-2	11	-4	-3	0	18	-10	-1
O=C(C1=C[C@@H](c2ccc(C(F)(F)F)cc2)C[C@@H](OCc2ccc(CO)cc2)O1)N1CCN(Cc2ccc3c(c2)OCO3)CC1	0	11	19	-7	5	1	24	0	0
O=C(Nc1nnc(CSCc2ccccc2F)s1)c1cccc([N+](=O)[O-])c1	-7	-1	61*	-3	56*	-1	-19	25	4
CN(Cc1ccccc1)C(=O)COc1cc(Cl)ccc1Cl	0	11	4	-5	1	-6	24	1	-1
Cc1c(C(=O)OC/C(O)=C(\C#N)c2nc3ccccc3[nH]2)oc2ccc(Br)cc12	-71	-18	-17	-6	4	1	-52	2	2
Cc1ccc2c(c1)C(=C(C#N)C#N)C(=O)N2CCN1CCCCC1	-48	-8	2	-6	-6	12	17	-7	10
Cc1cc(NC(=O)c2c(F)c(F)c(F)c(F)c2F)no1	1	11	-4	-4	-8	-14	11	5	6
Cc1cc(C)nc(N2CCCC(C(=O)NNC(=O)c3ccncc3)C2)n1 (stereo not drawn)	1	-7	-2	-3	0	-2	-17	-1	3

High-throughput results from PubChem.
